High-throughput results deposited in PubChem BioAssay by several laboratories.
SUMO HTRF inh: inhibitors of human SUMOylation (UBC9); HTRF SUMOylation assay, SAE1/SAE2 + UBC9, in vitro; inhibition, % at 35 µM; 0.36% of 290,000 active; P63279; in the data active = inhibition above about 50%, passing the limit was not always enough; inconclusive = no clear call, values can overlap the other calls; also: strong numbers were not always called active
Target sequence (P63279 whole entry, looked up): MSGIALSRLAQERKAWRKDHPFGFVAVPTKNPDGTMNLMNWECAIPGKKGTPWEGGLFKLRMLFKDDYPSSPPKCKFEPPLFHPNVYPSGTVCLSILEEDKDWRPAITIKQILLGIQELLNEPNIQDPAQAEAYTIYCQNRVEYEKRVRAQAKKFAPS
CRFR2-BP ag: agonists of human CRF-binding protein/CRF-R2 receptor complex; HEK293 CRF-R2/CRF-BP, calcium dye fluorescence (FLIPR); percent of saturating CRF peptide response; 0.46% of 350,000 active; activation, % at 13.2 µM;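 active = activation of at least 50%, plus an integration ratio under a set limit after plate pattern correction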;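 also: plate controls were neutral control wells without compound for no effect and CRF at EC100 for full effect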
MEKK2 WT-MEK5: raises or lowers MEK5 binding to wildtype human MEKK2 PB1 domain; Q9Y2U5; bead flow cytometry, Alexa488-MEK5 binding to MEKK2 WT; actives lie on both sides; binding response (% of control), % at 10 µM; 1.1% of 290,000 active; in the data active = binding response below about 67% or above about 130%; inconclusive = no clear call, values can overlap the other calls; inactive = in between
MEKK3 PB1 HTS: modulators (inhibitors or enhancers) of MEK5 binding to human MEKK3 PB1 domain. bead-based flow cytometry, Alexa488-MEK5 binding to MEKK3; actives lie on both sides; 0 = blocked by unlabeled MEK5, 100 = vehicle. binding response (% of control), % at 10 µM. 1.4% of 290,000 active;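 active = binding response more than 3 SD above or below the average of its plate-row segment, actives on both sides; inconclusive = wells at one plate position flagged as instrument error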;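 also: Alexa488 bead fluorescence after subtracting the streptavidin-only scavenger bead signal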
Target sequence (Q99759 whole entry, looked up, the tested form may be a part): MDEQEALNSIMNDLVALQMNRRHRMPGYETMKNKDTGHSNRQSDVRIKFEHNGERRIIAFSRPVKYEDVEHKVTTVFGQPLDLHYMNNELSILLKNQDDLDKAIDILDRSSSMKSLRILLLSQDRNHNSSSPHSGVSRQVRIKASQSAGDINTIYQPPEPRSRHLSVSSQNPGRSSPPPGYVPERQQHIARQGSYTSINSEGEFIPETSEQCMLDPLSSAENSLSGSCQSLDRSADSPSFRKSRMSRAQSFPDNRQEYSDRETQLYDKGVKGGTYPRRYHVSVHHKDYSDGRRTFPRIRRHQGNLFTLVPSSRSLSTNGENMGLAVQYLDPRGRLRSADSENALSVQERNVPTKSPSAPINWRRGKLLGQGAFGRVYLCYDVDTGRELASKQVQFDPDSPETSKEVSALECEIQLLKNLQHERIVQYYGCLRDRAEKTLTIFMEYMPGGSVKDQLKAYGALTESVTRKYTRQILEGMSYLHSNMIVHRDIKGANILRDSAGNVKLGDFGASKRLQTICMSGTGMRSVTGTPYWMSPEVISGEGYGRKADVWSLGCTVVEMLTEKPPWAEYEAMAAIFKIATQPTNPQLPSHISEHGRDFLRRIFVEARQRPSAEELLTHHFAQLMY
CRFBP-R2 block: CRF-BP/CRF-R2 complex antagonism; HEK293 CRF-R2/CRF-BP, CRF-induced calcium fluorescence; inhibition, % at 11.8 µM; 0.59% of 350,000 active; AID 588475;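 active = inhibition of the ligand-induced calcium signal above about 50% at the single tested concentration, limit read from the data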
MEKK2mut PB1 HTS: signal of MEK5 binding to mutant human MEKK2 PB1 domain; bead flow cytometry, Alexa488-MEK5 binding to MEKK2 mutant; percent response, % at 10 µM; 0.35% of 290,000 active; in the data active = percent response above about 24%, passing the limit was not always enough; also: inactives centre near 1; some results filed as inactive read as strong as hits
GalR3 antag: human GalR3 antagonism; O60755; HEK293 GalR3-CNG cAMP membrane potential fluorescence; galR3 body fused to GalR1 C-terminus; inhibition, % at 3 µM; 0.44% of 360,000 active;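 active = inhibition above the screen-wide average plus 3 SD, cut at about 13% in these data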;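 also: forskolin and galanin both at EC90 stimulate the cells; cAMP rise reported by CNG channel membrane potential dye signal; 0% = forskolin plus galanin with DMSO and 100% = forskolin alone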
Target sequence (O60755 1-299 limits assumed): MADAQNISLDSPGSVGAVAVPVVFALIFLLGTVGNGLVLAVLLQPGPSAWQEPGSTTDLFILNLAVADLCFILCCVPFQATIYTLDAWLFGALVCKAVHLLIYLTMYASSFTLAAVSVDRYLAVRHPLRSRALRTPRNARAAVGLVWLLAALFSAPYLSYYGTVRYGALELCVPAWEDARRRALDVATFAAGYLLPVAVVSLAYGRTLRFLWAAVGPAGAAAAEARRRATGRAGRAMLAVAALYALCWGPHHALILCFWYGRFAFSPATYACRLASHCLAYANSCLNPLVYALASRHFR
FID counter: counter-screen for HCV NS3 helicase inhibitors: DNA intercalator displacement; inhibition, % at 7.9 µM; DNA fluorescent intercalator displacement, fluorescence; AID 1845; 0.17% of 290,000 active; in the data active = inhibition above about 37%;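 also: 0% = vehicle and 100% = reference compound; higher means more ethidium bromide displaced from hairpin DNA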
NS3 helicase inh: HCV NS3 helicase inhibition. NS3 helicase DNA unwinding, Cy5 molecular beacon fluorescence. inhibition, % at 10.9 µM. 0.56% of 290,000 active;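 active = inhibition above the mean of all tested compounds plus 3 SD, set per campaign, cut at about 35% in these data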;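 also: 0% = DMSO wells and 100% = thioflavine S control wells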
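Measured by: Cy5 fluorescence, 0 and 60 min reads / Assay system: NS3 helicase fragment of HCV / Control set: low DMSO, high thioflavine S at 110 µM / Times: 1 h reaction at 25 °C, ATP-initiated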
An asterisk follows results filed as active; ? = inconclusive; · = not tested or not shown; [ ] = another dose, or the depositor's remark. Not all compounds are listed (hit frequency here may not be typical).

SMILES	SUMO HTRF inh	CRFR2-BP ag	MEKK2 WT-MEK5	MEKK3 PB1 HTS	CRFBP-R2 block	MEKK2mut PB1 HTS	GalR3 antag	FID counter	NS3 helicase inh
CCOc1ccccc1-n1c(CN2CCN(C(=O)c3ccco3)CC2)nc2ccccc2c1=O	8	-1.9	·	·	8	·	-6	-34	-3
CCNC(=O)N1CCC(n2nccc2NC(=O)CCOc2ccccc2)CC1	16	0.6	107	104	0	2	-1	-5	1
COC(=O)C1=CN(Cc2ccc(OC)c(OC)c2)C=C(C(=O)OC)C1c1cccc(O)c1	12	-2.5	101	105	50	0	-6	-36	7
Cn1cc(SCC(=O)N2CCOCC2)c2ccccc21	-4	-3.5	100	96	-2	4	·	-2	-1
CCOC(=O)C(Cc1cc(C(C)=O)ccc1OCC)C(=O)OCC	5	-1.3	105	102	-9	3	-5	-28	3
Cc1ccc(CSCc2nnc(SCC(=O)N3CCN(c4ccccc4)CC3)n2C)cc1	-24	-0.1	101	103	3	2	-4	-43	-2
Cc1cc(=O)n2nc(N3CCCC(C(=O)NCc4cccc(Br)c4)C3)sc2n1 (centres undefined)	-13	0.3	101	100	-13	4	2	-28	9
CCOc1ccc(S(=O)(=O)N2CCC(C(N)=O)CC2)c2ccccc12	-13	0.7	106	105	8	3	-1	-23	-2
Cc1cc(Cl)ccc1N(CC(=O)NCc1ccccc1)S(C)(=O)=O	10	0.9	103	104	-1	15	0	-19	0
COc1ccccc1N1CCN(CCCNC(=O)C2CCCN(c3ncnc4c3nc3n4CCCCC3)C2)CC1 (centres undefined)	-4	-1.7	136*	103	4	21	1	23	-57
CC(C)[C@H](NC(=O)N1CC(=O)Nc2ccccc21)C(=O)N[C@H](Cc1c[nH]c2ccccc12)C(=O)O	-3	1.0	105	100	13	1	-4	-34	-2
CC(C)Cn1c(SCC(=O)N2CCN(C(=O)c3ccco3)CC2)nc2ccccc2c1=O	17	-3.5	91	93	-15	-3	4	-34	-4
CCOc1ccc(CNS(=O)(=O)c2c(C(=O)N3CCCC3)c(C)n(C)c2C)cc1OC	3	-0.8	95	99	5	-2	-8	-30	15
Cc1ccc(Cn2c(=N)c(C(=O)NC3CCCCC3)cc3c(=O)n4ccccc4nc32)cc1	8	0.4	96	101	2	1	-7	-3	-12
O=C1c2ccccc2C(=O)N1CC(=O)N1c2ccccc2CCc2ccccc21	21	-1.5	96	96	-3	0	-4	-23	-8
Cc1cc(C(=O)N2CCCC(N3CCN(c4cccc(C(F)(F)F)c4)CC3)C2)c(C)o1 (centres undefined)	-5	-0.1	101	99	4	5	-4	-22	-2
C=C(C)C(=O)Nc1cccc(C2=NOC3(C2)C[C@@H](C(N)=O)N(C(=O)CC(c2ccccc2)c2ccccc2)C3)c1 (some centres undefined)	13	-0.2	79	94	-3	-7	-5	·	·
O=C(c1cccnc1)N1CCN(S(=O)(=O)c2ccc3ccccc3c2)CC1	9	0.3	101	100	-2	-1	-6	-16	0
CCOCCCNC(=O)C(NC(=O)c1ccc(NC(C)=O)cc1)c1ccc(Cl)cc1 (centres undefined)	-5	1.3	81	91	-7	-2	-4	-27	-11
COc1ccc(C(C(=O)Nc2ccc(C(C)C)cc2)N(C)C(=O)c2ccc(=O)[nH]c2)cc1 (centres undefined)	6	0.5	99	102	-4	0	4	-36	9
Cc1onc(-c2c(Cl)cccc2Cl)c1C(=O)ONC(=O)c1cc(C(F)(F)F)cc(C(F)(F)F)c1	-3	1.8	90	90	-8	-15	-1	-8	10
COc1cccc(C2C(C(=O)c3sc(C)nc3C)=C(O)C(=O)N2CCN2CCOCC2)c1 (centres undefined)	31	-0.8	106	106	-4	9	-1	-9	-2
O=c1oc2ccccc2c(N2CCCCC2)c1CN1CCCCC1	10	1.0	91	84	3	-14	-3	-5	16
CCc1ccc2c(COC(=O)c3n[nH]c4ccccc34)cc(=O)oc2c1	-18	4.7	106	113	-22	2	-5	-7	1
COc1cc(CNCCc2ccc(S(N)(=O)=O)cc2)ccc1OCC(=O)NC(C)(C)C	-1	0.7	97	98	1	17	-3	15	4
SMILES	SUMO HTRF inh	CRFR2-BP ag	MEKK2 WT-MEK5	MEKK3 PB1 HTS	CRFBP-R2 block	MEKK2mut PB1 HTS	GalR3 antag	FID counter	NS3 helicase inh
CCOc1cc(S(=O)(=O)NCc2ccccc2)ccc1Br	-9	-1.2	97	101	9	-3	-2	-11	-8
Nc1ncnc2c1nc(Sc1ccc(Cl)cc1)n2[C@@H]1O[C@@H]2COP(=O)(O)O[C@H]2[C@H]1O	·	-1.3	109	108	-11	2	-3	·	·
Cc1ccc(C(C)c2c(C)c([N+](=O)[O-])cc(C)c2[N+](=O)[O-])cn1 (centres undefined)	2	0.3	106	105	6	3	-9	-8	-6
CCOC(=O)c1c(-c2ccc(C)cc2C)csc1NC(=O)CSc1nnnn1C	0	0.9	?	?	16	-39	-6	-12	-3
Cc1ccc(-c2ccc(/C=N\NC(=O)C3C(=O)NCC3c3ccccc3)o2)cc1Cl (centres undefined)	-20	-0.8	102	107	-4	2	-1	-14	-8
CCN1CCN(c2cc(C)c3cc(NC(=S)N4CCN(c5ccccc5)CC4)ccc3n2)CC1	24	-0.5	121	101	-4	8	5	21	-60
O=c1c2ccccc2sc2ccc(Cl)cc12	-29	-1.1	104	104	5	-1	-5	-1	1
NC(=O)c1ccc(NC(=O)COC(=O)/C=C/c2cccs2)cc1	2	2.8	98	100	-6	-2	8	-1	5
CCn1c(SCC(=O)Nc2cc(C)on2)nnc1-c1ccc(C)cc1	0	-0.7	102	101	7	2	-8	-33	3
Cc1ccnc(NC(=O)CNC(=O)c2ccc3c(c2)OCO3)c1	6	0.6	100	97	1	-1	2	-9	7
CCN(CC)c1ccc(C(=O)OCc2c(C)noc2C)cc1	0	-0.3	103	109	19	0	-1	-10	-13
CCCN(CCC)S(=O)(=O)c1ccc(C(=O)O)cc1	22	-0.7	101	92	23	-1	·	-3	4
COc1ccc(S(=O)(=O)c2nnn(-c3cccc(OC)c3)c2N)cc1	-4	3.7	81	91	-13	-14	-5	5	-4
Cc1ccc(S(=O)(=O)N2CCN(C(=O)Cc3ccsc3)CC2)c(C)c1	6	0.1	103	103	-6	0	-4	-42	18
COc1cccc(-c2nc(N3CCCCC3C)c3ccccc3n2)c1O (centres undefined)	-26	0.1	97	100	-2	-1	-2	-3	-9
COc1cccc(CN2CCN(C(=O)c3cccc(OC)c3)CC2)c1	27	-0.6	98	100	11	2	-11	-18	3
COc1cccc(N2C(=O)CC(N3CCc4ccccc43)C2=O)c1 (centres undefined)	23	-1.0	91	87	17	-6	8	0	8
NC(=O)c1c(-c2ccccc2)oc2ccc(O)cc12	22	0.2	79	67	-2	-15	-4	0	2
CC1CCN(C2=NC(=O)/C(=C/c3cn(-c4ccccc4)nc3-c3cccc(S(=O)(=O)N(C)C)c3)S2)CC1	-2	2.3	89	92	6	-2	1	-3	-1
COc1ccc(C(=O)Nc2ccc(N3CCN(C(=O)c4ccccc4C)CC3)cc2)cc1	-6	-1.1	100	96	12	1	-6	-40	-2
C[C@H]1CN(C2CCCCC2)C(=O)[C@@H]1CC(=O)NCc1ccccc1	10	0.1	98	97	-10	-5	-3	-33	5
Cc1nn2c(c1-c1ccc(Cl)cc1)N=C(c1ccco1)CC2c1ccccc1 (centres undefined)	31	0.6	93	97	-22	-5	-6	-19	35
Cc1onc(-c2ccccc2)c1C(=O)Nc1nnc(C(C)C)s1	-3	-2.0	108	103	-15	4	1	-24	-8
O=C1CC(c2ccco2)Sc2ccccc2N1 (centres undefined)	6	-0.8	102	104	-1	-1	-8	-3	8
O=C(CSc1nc2[nH]ncc2c(=O)n1-c1ccccc1)NCCc1ccccc1	4	0.5	92	103	3	-6	-8	-8	10
SMILES	SUMO HTRF inh	CRFR2-BP ag	MEKK2 WT-MEK5	MEKK3 PB1 HTS	CRFBP-R2 block	MEKK2mut PB1 HTS	GalR3 antag	FID counter	NS3 helicase inh
CC(C)(Oc1ccc(Cl)cc1)C(=O)Nc1ncccn1	15	-0.4	94	93	3	-2	-4	-4	-2
Cc1ccc(S(=O)(=O)C(c2ccccc2)c2c(C)noc2C)cc1 (centres undefined)	7	-3.4	99	102	-15	-1	0	-14	4
CCCC[n+]1ccn(C2=C([O-])c3ccccc3C(=O)/C2=N\S(=O)(=O)c2ccc(Br)cc2)c1	4	-1.2	88	85	2	-3	3	-2	4
Cc1nn(C)cc1CN1CCCC(C(=O)c2ccc(-c3ccccc3)cc2)C1 (centres undefined)	38	0.1	122	103	-15	8	-5	11	-25
Cc1ccc(C(=O)c2oc3nc(C)cc(C)c3c2N)cc1	19	-1.7	102	101	1	-1	-3	3	-5
CC(C)(C)C(=O)N1CCN(c2ccc(NC(=O)c3ccco3)cc2)CC1	6	0.8	100	102	-5	-3	-9	-27	-9
CCC(=O)N1CCc2cc(S(=O)(=O)CCC(=O)N3CCN(c4ccccc4F)CC3)ccc21	9	-1.4	100	104	20	3	-4	-46	1
O=C(O)c1cc(-c2cccs2)nc2cc3c(cc12)OCCO3	20	-1.5	104	100	4	3	2	0	10
Cc1cc(C)c2nc(-c3ccccn3)cc(C(=O)N3CCCC3)c2c1	4	-1.4	101	99	1	7	-3	-47	22
CC(=O)Nc1ccc(S(=O)(=O)NC2(C(F)(F)F)NC(=O)N(CC(C)C)C2=O)cc1 (centres undefined)	-6	0.1	100	97	-9	7	-4	0	8
COC(=O)[C@H](Cc1ccccc1)NC(=O)NC(C)CCc1ccccc1 (some centres undefined)	-5	32	105	106	9	6	-1	-31	-7
CN(CCc1ccccn1)C(=O)CCC1CCCN(C(=O)c2ccc3c(c2)OCCO3)C1 (centres undefined)	-6	-1.3	102	104	-20	2	-10	-24	11
c1ccc(-c2nnc(N3CCN(c4ccccc4)CC3)nc2-c2ccccc2)cc1	-4	1.2	95	95	1	-4	-7	-1	7
Cc1ccc(CNC(=O)CN2C(C)CCCC2C)cc1 (centres undefined)	5	-1.0	62*[inhibitor]	56*[inhibitor]	-10	-15	-2	-4	4
C=CCOC(=O)C1=C[C@@H](c2coc3ccccc3c2=O)[C@H](CCCO)[C@@H](OCC)O1	7	-1.6	102	97	7	-1	1	-37	-3
NC(=O)c1ccsc1NC(=O)CSc1nnc(C2CC2)n1Cc1ccccc1	10	1.6	84	77	-29	-16	2	-13	-5
CCCCOc1ccc(-n2nc(C)cc2C)nn1	16	0.1	100	100	-2	0	-6	1	7
CC(C)=NOCc1ccc(-c2cn([C@@H]3COC[C@H]3O)nn2)cc1	-10	·	105	88	·	-1	·	-4	1
CCCOc1ccc(/C(O)=C2/C(=O)C(=O)N(c3ccccn3)C2c2ccc(OC)cc2)cc1C (centres undefined)	32	-1.5	99	103	-12	3	-11	-48	69*

Four entries picked at random from the list so far:
SMILES	SUMO HTRF inh	CRFR2-BP ag	MEKK2 WT-MEK5	MEKK3 PB1 HTS	CRFBP-R2 block	MEKK2mut PB1 HTS	GalR3 antag	FID counter	NS3 helicase inh
Cc1ccnc(NC(=O)CNC(=O)c2ccc3c(c2)OCO3)c1	6	0.6	100	97	1	-1	2	-9	7
COC(=O)[C@H](Cc1ccccc1)NC(=O)NC(C)CCc1ccccc1 (some centres undefined)	-5	32	105	106	9	6	-1	-31	-7
COc1ccccc1N1CCN(CCCNC(=O)C2CCCN(c3ncnc4c3nc3n4CCCCC3)C2)CC1 (centres undefined)	-4	-1.7	136*	103	4	21	1	23	-57
Cc1ccc(CSCc2nnc(SCC(=O)N3CCN(c4ccccc4)CC3)n2C)cc1	-24	-0.1	101	103	3	2	-4	-43	-2
